Screening results from PubChem.
CHX counter = Cycloheximide Counterscreen for Small Molecule Inhibitors of Shiga Toxin | cell reporter, cycloheximide protein synthesis inhibition counterscreen | max response, % | 300,000 compounds, 12% hits | AID 2314, 2010; in the data active means max response mostly above about 13%, no sharp cut-off; inactive means mostly below about 14%; further: read at 38.3 µM for the half of the compounds with a filed dose; 0% is about no effect
Shiga inhibitor = A qHTS for Small Molecule Inhibitors of Shiga Toxin. Vero cells, Shiga toxin protein synthesis inhibition reporter. inhibition, % at 38.7 µM. 290,000 compounds, 9.2% hits. AID 2315, 2010; in the data active means inhibition mostly above about 28%, no sharp cut-off; inactive means mostly below about 43%; further: 0% is about no effect
AMA1 RON2 block = qHTS for Inhibitors of AMA1-RON; Towards Development of Antimalarial Drug Lead: Primary Screen; Plasmodium falciparum AMA1 (3D7) - RON2 peptide interaction; AlphaScreen AMA1-biotinylated RON2 peptide binding; Potency, µM (highest dose often 58.2 µM), inactives show top-dose activity change, negative = inhibition, most hits filed as inhibitors; 360,000 compounds, 0.2% hits; AID 720542, 2013;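 further: potency means the concentration at half of the fitted maximal effect; 0% = vehicle wells and -100% = peptide control; nearly all actives have a fitted effect of over 45% in size; some results filed as inactive show a strong effect at the top dose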
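AMA1 (3D7) with his tag at 25 nM final met compounds first, then biotinylated RON2 peptide at 25 nM; detection used donor plus acceptor beads, 10 µg/mL apiece, read by AlphaScreen after 30 min at room temperature.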
AmpC no deterg = qHTS Inhibitors of AmpC Beta-Lactamase (assay without detergent) | Potency, µM (highest dose often 57.1 µM), inactives show at the top dose activity change, negative = inhibition, usual class: inhibitors | 330,000 compounds, 0.52% hits | AmpC nitrocefin hydrolysis, absorbance 480 nm, 0.0001% Triton | P00811 | AID 485341, 2010;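 further: potency means the concentration at half of the fitted maximal effect; plate controls were no compound for no effect and no enzyme for full effect; nearly all actives have a fitted effect of over 20% in size; some results filed as inactive show a strong effect at the top dose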
Target sequence (P00811 whole entry, looked up): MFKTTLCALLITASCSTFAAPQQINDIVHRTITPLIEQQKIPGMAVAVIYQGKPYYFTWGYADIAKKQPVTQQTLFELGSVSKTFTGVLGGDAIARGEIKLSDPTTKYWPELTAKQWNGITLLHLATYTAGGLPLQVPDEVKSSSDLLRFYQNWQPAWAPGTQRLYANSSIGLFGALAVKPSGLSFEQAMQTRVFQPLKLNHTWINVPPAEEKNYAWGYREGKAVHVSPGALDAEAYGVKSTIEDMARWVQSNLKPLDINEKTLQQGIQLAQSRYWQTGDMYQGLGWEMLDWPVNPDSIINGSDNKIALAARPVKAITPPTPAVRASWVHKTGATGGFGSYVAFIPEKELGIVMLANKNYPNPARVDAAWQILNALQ
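20 mM phosphate pH 7.0 + 0.01% (detergent screen) or 0.0001% Triton X-100; 5.3 nM AmpC reagent; cpd preinc 15 min RT; nitrocefin (800 uM stock) to start; A480 q20 s × 4 min; Activity was normalised to no-enzyme and no-compound control wells.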
AmpC inh detg = qHTS Inhibitors of AmpC Beta-Lactamase (assay with detergent); P00811; AID 485294, 2010; AmpC hydrolysis of nitrocefin, absorbance 480 nm, 0.01% Triton; Potency, µM (series often up to 114 µM), for inactives: at the top dose activity change, negative = inhibition, usual class: inhibitors; 370,000 compounds, 0.041% hits;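 further: potency means the concentration at half of the fitted maximal effect; 0% = no-compound wells and -100% = no-enzyme wells; nearly all actives have a fitted effect of over 25% in size; some results filed as inactive show a strong effect at the top dose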
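20 mM phosphate pH 7.0 + 0.01% (detergent screen) or 0.0001% Triton X-100; 5.3 nM AmpC reagent; cpd preinc 15 min RT; nitrocefin (800 uM stock) to start; A480 q20 s × 4 min; Activity was normalised to no-enzyme and no-compound control wells.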
HCMV antiviral = qHTS Assay for inhibitors of the human cytomegalovirus (HCMV) | HFF cells, HCMV-luciferase reporter, 72 h; hits give low values | activity change, negative = inhibition, % at 57.5 µM | 410,000 compounds, 4.5% hits; in the data active means activity change below about -60%; inconclusive means no clear call, values can overlap the other calls; inactive means above about -39%; further: on the % scale 0 is the no-effect control and ±100 the full control effect
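Steps: HFFs plated, 16 h 37C; compounds added; HCMV-luciferase added to MOI 1 PFU/cell; 72 h 37C; OneGlo reagent, 5 min room temperature; luminescence read, normalized to controls.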
Giardia FBPA inh = qHTS Assay for Inhibitors of Fructose-1,6-bisphosphate Aldolase from Giardia Lamblia; A8B2U2; purified Giardia FBPA; Potency, µM (top dose mostly 59.6 µM), for the others: at the highest dose activity, negative = inhibition, hits mostly inhibitors; 290,000 compounds, 0.71% hits; AID 2451, 2010; further: potency means the concentration at half of the fitted maximal effect; on the % scale 0 is the no-effect control and ±100 the full control effect; nearly all actives have a fitted effect of over 55% in size
Target sequence (A8B2U2 whole entry, looked up): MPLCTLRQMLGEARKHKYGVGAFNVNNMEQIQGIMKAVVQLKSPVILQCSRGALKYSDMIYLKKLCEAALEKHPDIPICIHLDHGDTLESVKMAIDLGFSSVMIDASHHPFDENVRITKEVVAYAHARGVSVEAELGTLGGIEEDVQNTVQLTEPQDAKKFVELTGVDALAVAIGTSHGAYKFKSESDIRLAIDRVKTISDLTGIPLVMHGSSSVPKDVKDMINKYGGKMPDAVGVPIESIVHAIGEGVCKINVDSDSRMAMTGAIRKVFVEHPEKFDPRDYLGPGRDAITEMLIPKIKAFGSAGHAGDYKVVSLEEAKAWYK
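40 nM FBPA preincubated 10 min at RT with compound (up to 57.5 uM final), then substrate plus GAPDH/TPI/NAD/arsenate coupling and diaphorase/resazurin added. Fluorescence read after 20 min at RT, 525/598 nm.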
The depositor's hits bear a star; ? = inconclusive; · = not tested or not shown; & = joins results of further samples; ! = not confirmed by another sample; [ ] = dose if it differs, or a comment. Unless noted, the call rests on the fitted dose curve; in most records, active means well fitted curve in the direction sought with a large enough effect; inconclusive means small, poorly fitted or top-dose-only effect, or another doubt; inactive means no such curve, though single readings can be large; an effect the other way counts as inactive or inconclusive.

#1 CCOc1cc(C)c(Cl)cc1S(=O)(=O)N1CCCC1
#2 Cc1ccc(NC(=O)CCC(=O)NNC(=O)COc2ccc([N+](=O)[O-])cc2)cc1C
#3 O=C(Nc1nnc(-c2ccccc2F)s1)c1cccnc1
#4 CCCCOP(=O)(c1ccc(N(C)C)cc1)C(Nc1ccccc1)c1ccccc1 (stereo not given)
#5 CCCCCCC1CC(CCC(=O)Nc2ccc([N+](=O)[O-])cc2)C(=O)O1 (stereo not given)
#6 COC(=O)c1ccc2c(=O)n(Cc3ccc4c(c3)OCO4)c(SCC(=O)N3CCCC3)nc2c1
#7 CCN1CCc2c(OCC(=O)Nc3cccc(C)c3C)cccc2C1=O
#8 CSc1c(CC(=O)NCCO)n(C)c2ccccc12
#9 CCN1CCN(C(=O)C2CCN(c3nnc(-n4c(C)ccc4C)s3)CC2)CC1
#10 CC1CC(=O)Nc2ccccc2N1C(=O)Nc1ccccc1 (stereo not given)
Assay by compound	1	2	3	4	5	6	7	8	9	10
CHX counter	-1	2	23*	0	-3	5	-6	-3	-4	-1
Shiga inhibitor	-5	-1	45*	12	-5	12	-6	2	13	-2
AMA1 RON2 block	-2%	52%[activator]	-4%	?	9%	10%	·	14%	-2%	7%
AmpC no deterg	0%	-34%	-17%	133%[activator]	-31%	-24%	0%	-16%	15%	-9%
AmpC inh detg	-10%	3%	-2%	-9%	?	4%	0%	0%	-7%	10%
HCMV antiviral	-35	40	-16	-18	-6	-39	-1	85	-28	?
Giardia FBPA inh	-4%	·	-2%	1%	2%	-1%	3%	1%	3%	7%

Some entries already given, showing only AMA1 RON2 block and CHX counter:
item	structure	AMA1 RON2 block	CHX counter
4	CCCCOP(=O)(c1ccc(N(C)C)cc1)C(Nc1ccccc1)c1ccccc1 (stereo not given)	?	0
5	CCCCCCC1CC(CCC(=O)Nc2ccc([N+](=O)[O-])cc2)C(=O)O1 (stereo not given)	9%	-3
6	COC(=O)c1ccc2c(=O)n(Cc3ccc4c(c3)OCO4)c(SCC(=O)N3CCCC3)nc2c1	10%	5

Two entries drawn at random from the list so far:
#3 O=C(Nc1nnc(-c2ccccc2F)s1)c1cccnc1
#1 CCOc1cc(C)c(Cl)cc1S(=O)(=O)N1CCCC1
Assay by compound	3	1
CHX counter	23*	-1
Shiga inhibitor	45*	-5
AMA1 RON2 block	-4%	-2%
AmpC no deterg	-17%	0%
AmpC inh detg	-2%	-10%
HCMV antiviral	-16	-35
Giardia FBPA inh	-2%	-4%

Next section
#11 CCS(=O)(=O)N1CCN(c2ccc([N+](=O)[O-])c(NCC3CCCO3)c2)CC1 (stereo not given)
#12 CC(=O)Nc1ccc(/C(C)=N/Nc2nc(Nc3ccccc3)nc(N3CCOCC3)n2)cc1
#13 Cc1n[nH]c(C)c1S(=O)(=O)N1CCCC(C(=O)N2CCN(c3ccc(Cl)cc3)CC2)C1 (stereo not given)
#14 O=C(Nc1c(C(=O)N2CCN(c3ccccn3)CC2)oc2ccccc12)c1ccc([N+](=O)[O-])cc1
#15 COCC(=O)N1CCC(Oc2ccc(C(=O)NC(C)c3nc(C)sc3C)cc2)CC1 (stereo not given)
#16 Nc1ncc(-c2ccccc2)c(-c2ccc(OCc3ccccc3)cc2O)n1
#17 Cc1cccc(C)c1NC(=O)CCCN1CC(C)OC(C)C1 (stereo not given)
#18 N#Cc1ccc(C(=O)Nc2ccc3ccccc3c2)cc1
#19 CCOC(=O)c1cc(-c2nnc(-c3ccc(Oc4ccccc4)cc3)o2)c(C)nc1C
#20 CCn1c(-c2c(Cl)c(C)nn2C)n[nH]c1=S
Assay by compound	11	12	13	14	15	16	17	18	19	20
CHX counter	1	6	-7	13	13	2	7	26*	-4	-4
Shiga inhibitor	26	21	-14	-13	-5	-7	4	103*	-15	-7
AMA1 RON2 block	-5%	70%[activator]	-5%	-13%	15%	-10%	-2%	?	3%	26%
AmpC no deterg	28%	64%[activator]	186%[activator]	-20%	10%	-13%	-3%	-28%	-16%	-4%
AmpC inh detg	6%	-3%	7%	6%	?	?	2%	-13%	?	-10%
HCMV antiviral	19	35	-76*	-7	-11	?	6	13	27	33
Giardia FBPA inh	-19%	1%	10%	5%	-1%	-13%	6%	-2%	4%	?

#21 Cn1c2ccccc2c(=O)c2cc(C#CC3(O)CCCCC3)ccc21
#22 Cc1cc(NCc2ccccn2)n2nc(C)c(-c3ccccc3)c2n1
#23 O=C(Nc1nc2cc3c(cc2s1)OCCO3)c1ccco1
#24 CCCc1cc(C(=O)N2CCC(N3CCC(C(=O)NC(C)C)CC3)CC2)n(C)n1
#25 O=C(COC(=O)c1cccnc1Cl)c1cccc(Cl)c1
#26 CNc1nc(OCCNC(=O)Nc2ccccc2)nc(N2CCOCC2)n1
#27 CCOc1ccccc1CN1CCNC(=O)C1CC(=O)NCc1cc(C)n(C)n1 (stereo not given)
#28 CCOc1ccccc1C1SCC(=O)Nc2c1c(=O)[nH]n2C(CC)CC (stereo not given)
#29 CCN(CCO)Cc1csc2ccc(Cl)cc12
#30 Cc1ccc(CNC(=O)COC(=O)c2ccc(Br)cc2)cc1
Assay by compound	21	22	23	24	25	26	27	28	29	30
CHX counter	27*	7	-8	-2	34*	8	-2	-2	-4	-1
Shiga inhibitor	56*	9	-14	-9	39*	-16	7	26	-2	7
AMA1 RON2 block	28%	58%[activator]	-5%	11%	-18%	-1%	27%	-5%	14%	3%
AmpC no deterg	-18%	61%[activator]	-19%	21%	-19%	-11%	35%	-14%	-5%	-32%
AmpC inh detg	?	-1%	-7%	4%	-7%	0%	-1%	-14%	-13%	-5%
HCMV antiviral	-2	-83*	-92*	64	-6	42	-4	-1	-3	35
Giardia FBPA inh	-24%	0%	·	-2%	-1%	6%	·	5%	1%	12%

#31 O=C(O)c1cnc(-c2ccccc2)nc1Sc1cccc(Cl)c1
#32 Cc1nc(NCCc2ccccc2F)c(C#N)c(C)c1[N+](=O)[O-]
#33 CCN(C(=O)COC(=O)c1c(NC(C)=O)sc(C)c1C)C1CCS(=O)(=O)C1 (stereo not given)
#34 CC1CN(C(=O)c2cc3cc(Cl)ccc3[nH]2)CC(C)O1 (stereo not given)
#35 Clc1ccc(/C=N/NC(=Nc2ccccc2)c2ccccn2)c(Cl)c1
#36 O=C(Nc1ccccc1Cl)N1CCSc2ccccc21
#37 Cc1ccc(NC(=O)CN(C)C(=O)CCCN2C(=O)c3ccccc3C2=O)cc1
#38 CCCc1cc(=O)oc2cc(C)cc(OC(C)C(=O)NCc3ccncc3)c12 (stereo not given)
#39 COCCCNC(=O)CC1C[C@H](C(=O)N2CCCCC2)[C@@]2(CCc3ccccc3)c3[nH]c4ccccc4c3CCN2C1=O (stereo not given in full)
#40 C=CCC(C(=O)c1ccccc1)[N+](C)(C)CC=C (stereo not given)
Assay by compound	31	32	33	34	35	36	37	38	39	40
CHX counter	5	-1	3	10	41*	2	2	-4	·	2
Shiga inhibitor	-3	7	-7	-6	124*	28	2	11	·	-2
AMA1 RON2 block	-10%	-1%	-2%	7%	-24%	-7%	6%	-8%	4%	-10%
AmpC no deterg	-21%	?	70%[activator]	11%	3%	67%	41%	86%[activator]	-8%	-10%
AmpC inh detg	2%	0%	-16%	3%	2%	3%&8%	-13%	-10%	·	-4%
HCMV antiviral	38	20	?	-13	49	13&14	32	23	8	12
Giardia FBPA inh	28%	0%	0%	-12%	3%	0%	4%	6%	·	4%

#41 CCCC(CCC)C(=O)Oc1cc(C)[nH]c(=O)c1[N+](=O)[O-]
#42 COc1ccc(CNc2ccc(C)c(C)c2)c(OC)c1OC
#43 O=C(CN1CCOc2ccccc21)NCc1ccc(F)cc1
#44 Cc1cc(C)n(C2CC(=O)N(c3ccccc3)C2=O)n1 (stereo not given)
#45 CCC1(c2ccc(C)cc2)NC(=O)N(CC(=O)Nc2cccc(S(=O)(=O)N3CCCC3)c2)C1=O (stereo not given)
#46 CC/C(=N/NC(=O)CCC(=O)Nc1ccccc1OC)c1ccccc1
#47 CCOC(=O)N1CCN(c2ncnc3c2cnn3-c2ccc(Cl)cc2)CC1
#48 CCOc1ccc(C(=O)NCC(=O)N2CCN(C/C=C/c3ccccc3)CC2)cc1OCC
#49 CC(C)CN1CCC(=O)N(CCSc2ccc(Br)cc2)CC1
#50 COc1ccc(CCn2c(SCC(=O)Nc3cc(C)on3)nc3ccsc3c2=O)cc1OC
Assay by compound	41	42	43	44	45	46	47	48	49	50
CHX counter	-4	24*	-2	-1	·	-5	20*	·	25&9	7
Shiga inhibitor	24	33	-8	-4	·	14	-19	·	53*!	7
AMA1 RON2 block	-28%	?	-4%	17%	0%	-2%	·	58%[activator]	28%	-17%
AmpC no deterg	-24%	14%	-7%	-15%	-38%	-27%	6.3µM*	151%[activator]	116%[activator]	0.32µM*
AmpC inh detg	4%	6%	-8%	?	2%	-5%	-2%	-9%	-2%	-1%
HCMV antiviral	-11	-37	35	16	-34	3	-24	15	25	-12
Giardia FBPA inh	-9%	-7%	-2%	5%	·	-8%	3%	·	3%&0%	-1%

#51 Cc1cccc(COc2ccc(/C(O)=C3\C(=O)C(=O)N(CCN(C)C)C3c3ccncc3)cc2)c1 (stereo not given)
#52 Cc1cc(Br)ccc1NC(=O)CN(C)C(=O)CN1C(=O)NC2(CCCC2)C1=O
#53 O=C(NCc1ccco1)C(c1ccncc1)N(CCC1=CCCCC1)C(=O)Cn1nnc2ccccc21 (stereo not given)
#54 Cc1ccc(NC(=O)COC(=O)CCc2ccc(S(=O)(=O)N3CCOCC3)cc2)cc1C
Assay by compound	51	52	53	54
CHX counter	13	·	0	-1
Shiga inhibitor	11	·	-10	-5
AMA1 RON2 block	27%	0%	7%	6%
AmpC no deterg	-2%	-14%	37%	-4%[11.4 µM]
AmpC inh detg	-2%	?	?	3%
HCMV antiviral	·	-28	2	-10
Giardia FBPA inh	4%	·	-8%	5%
